Bioassay records as filed in PubChem BioAssay.
PPARg SRC-2 ag: PPARgamma-driven SRC-2 recruitment agonism | P37231 | PPARgamma LBD-SRC-2 recruitment, biochemical | activation, % at 8 µM | hit rate 0.34% among 200,000 | AID 1032; in the data active = activation above about 22%;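 also: 0% = vehicle and 100% = reference agonist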
S1P3 antagonist: blocks the human S1P3 receptor | Q99500 | CHO S1P3 NFAT-BLA reporter, FRET fluorescence, antagonist mode | inhibition, % at 4.98 µM | hit rate 0.27% among 170,000;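 active = inhibition above the plate cutoff, the mean inhibition of test wells on that plate plus 3 SD, cut at about 28% in these data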;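 also: cells challenged with S1P at its EC80 of 0.8 µM; blue over green emission ratio from cleaved BLA substrate after 4 h stimulation; 0% = S1P-stimulated wells and 100% = unstimulated DMSO-only wells; some compounds past the cut are filed as inactive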
Target sequence (Q99500 whole entry, looked up): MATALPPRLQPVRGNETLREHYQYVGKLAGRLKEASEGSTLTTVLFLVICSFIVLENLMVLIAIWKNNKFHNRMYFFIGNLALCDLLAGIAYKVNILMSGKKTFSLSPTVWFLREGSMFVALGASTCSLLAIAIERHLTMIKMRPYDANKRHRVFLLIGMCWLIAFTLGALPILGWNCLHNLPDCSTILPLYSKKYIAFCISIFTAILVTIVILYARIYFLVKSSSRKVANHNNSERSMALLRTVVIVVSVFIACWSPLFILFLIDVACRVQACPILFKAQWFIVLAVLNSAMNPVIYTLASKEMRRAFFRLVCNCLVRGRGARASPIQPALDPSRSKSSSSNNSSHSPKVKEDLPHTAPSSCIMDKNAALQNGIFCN
SRC2 TRFRET art: TR-FRET artefact, counter-screen to PPARgamma/SRC-2 agonist assay | hits give high values | TR-FRET ratio at 8 µM | hit rate 0.4% among 200,000; in the data active = TR-FRET ratio above about 2000; also: inactives centre near 1500; reference of the scale not given here
STAT1 blocker: inhibitors of IFN-gamma induced STAT1 signaling; NIH 3T3 STAT1-luciferase reporter, luminescence; inhibition, % at 5.5 µM; hit rate 0.35% among 200,000; AID 920;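 active = inhibition above a set limit, the mean inhibition across all tested compounds plus 3 SD, cut at about 34% in these data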;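 also: 0% = IFN-gamma with DMSO and 100% = IFN-gamma with 300 µM nifuroxazide; values of inactives mirror those of a sister screen read the other way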
PPARg SRC1 recr: promotes SRC-1 coactivator recruitment by human PPARgamma; activation, % at 8 µM; PPARgamma-SRC-1 coactivator recruitment biochemical assay; P37231; AID 631; hit rate 0.41% among 200,000; in the data active = activation above about 19%;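 also: 0% = DMSO and 100% = reference agonist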
STAT3 blocker: reduces IL-6 driven STAT3 reporter signal; U3A cells, IL-6 STAT3-luciferase reporter, luminescence; host cell line lacks STAT1; inhibition, % at 5.5 µM; hit rate 0.89% among 190,000; AID 862;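 active = inhibition above the mean inhibition across all screened compounds plus 3 SD, cut at about 44% in these data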;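 also: 0% = DMSO only wells and 100% = 100 µM nifuroxazide control wells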
TLR4-MyD88 BLA: TLR4-MyD88 interaction inhibition in cells | O00206+Q99836 | HeLa CL3-4 TLR4/MyD88 BLA complementation, FRET ratio | inhibition, % at 8.4 µM | hit rate 0.18% among 200,000 | AID 861; in the data active = inhibition above about 25%;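 also: 0% = vehicle and 100% = reference inhibitor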
PPARg SRC3 recr: promotes SRC-3 coactivator recruitment by human PPARgamma. biochemical PPARgamma/SRC-3 coactivator recruitment assay. hit rate 0.26% among 200,000. activation, % at 8 µM. P37231; in the data active = activation above about 23%;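 also: 0% = DMSO and 100% = reference agonist; some compounds past the cut are filed as inactive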
ROMK mod: modulates human ROMK potassium channel activity. P48048. Tet-inducible ROMK, thallium flux fluorescence; actives lie on both sides. B-score at 10 µM. hit rate 2% among 130,000. AID 1918;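 active = signal ratio slope over the read window, or its plate-corrected B-score, at least 3 SD from the plate mean, either direction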;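 also: B-score of the F/F0 ratio slope over 7 to 12 s after thallium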
Target sequence (P48048 whole entry, looked up): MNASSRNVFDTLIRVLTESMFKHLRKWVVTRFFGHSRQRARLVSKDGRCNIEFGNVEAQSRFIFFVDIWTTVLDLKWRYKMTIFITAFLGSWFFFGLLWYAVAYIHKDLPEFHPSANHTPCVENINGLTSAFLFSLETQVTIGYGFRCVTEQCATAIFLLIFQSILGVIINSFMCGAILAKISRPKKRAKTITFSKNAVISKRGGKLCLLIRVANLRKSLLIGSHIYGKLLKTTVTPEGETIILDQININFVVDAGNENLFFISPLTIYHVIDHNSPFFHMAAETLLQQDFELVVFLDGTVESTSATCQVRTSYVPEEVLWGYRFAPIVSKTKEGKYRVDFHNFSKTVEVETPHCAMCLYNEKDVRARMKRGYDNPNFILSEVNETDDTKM
RAM inhibit: yeast RAM network inhibition; S. cerevisiae dse1pr::URA3 reporter, 5-FOA growth OD615, 2 d; analog-sensitive cbk1-as2 kinase mutant strain; inhibition, % at 50 µM; hit rate 1.8% among 190,000; AID 868;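 active = inhibition above a set limit, 3 SD over mean compound inhibition, cut at about 8.4% in these data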;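 also: 0% = DMSO-only wells with no growth and 100% = 10 µM 1-NA-PP1 full growth; inhibition rescues growth on 5-FOA so higher OD means more RAM inhibition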
STAT3 activator: activators of IL-6 induced STAT3 signaling | activation (% of control), % at 5.6 µM | U3A cells, IL-6 STAT3-luciferase reporter, luminescence; 100% = signal with IL-6 EC80 alone | hit rate 0.91% among 190,000;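 active = activation above the screen-wide mean of compound activation plus 3 SD, cut at about 130% in these data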;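 also: 0% = background luminescence of wells with medium and substrate only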
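Material: human U3A cells carrying STAT3-luciferase construct. Measured by: reporter luminescence signal. Timing: compound 1 h, then IL-6 6 h at 37 °C.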
Active calls of the source: *; / = no result given.

SMILES | PPARg SRC-2 ag | S1P3 antagonist | SRC2 TRFRET art | STAT1 blocker | PPARg SRC1 recr | STAT3 blocker | TLR4-MyD88 BLA | PPARg SRC3 recr | ROMK mod | RAM inhibit | STAT3 activator
O=C(COC(=O)COc1ccccc1)NCc1ccccc1 | 2 | -5 | 1480 | -3 | -6 | -8 | -2 | 2 | 0.028 | -0.9 | 108
CC(=O)NC1(c2ccccc2)CCN(C(=O)N2CCOCC2)CC1 | -6 | / | 1586 | 2 | -3 | -3 | -3 | -3 | -0.00019 | 1.4 | 103
COc1cc2nc(SCc3ccc(F)cc3)n(Cc3cccs3)c(=N)c2cc1OC | 5 | / | 1412 | -4 | -1 | 2 | -1 | 7 | / | 4.0 | 108
Cc1cc(C)nc(N2CCCC(C(=O)NCc3ccccc3)C2)n1 (configuration not stated) | -3 | / | 1349 | 0 | -1 | 6 | 3 | -4 | 0.18 | 0.4 | 97
COc1ccc(C(=S)NCS(=O)(=O)c2ccc(C)cc2)cc1 | 4 | 3 | 1455 | 4 | 11 | 11 | -8 | 1 | -0.93 | 0.3 | 94
CCCNC(=S)NCc1ccc(Cl)cc1 | 6 | 15 | 1716 | 4 | 2 | 1 | -4 | -3 | -0.21 | 0.4 | 100
COc1ccc(OC)c2[nH]c(=O)c(CCNS(=O)(=O)c3ccccc3)cc12 | -2 | -7 | 1663 | -3 | 0 | 4 | -4 | -4 | / | 6.8 | 100
CC(=O)c1ccc(NC(=O)c2cccs2)cc1 | 3 | / | 1474 | -30 | 3 | 10 | -3 | 0 | -0.81 | -0.6 | 96
C/C(=N\N=C\c1ccccc1)c1nnn(-c2nonc2N)c1C | 3 | / | 1760 | -15 | 7 | 27 | -2 | 8 | / | 1.6 | 81
COc1cccc(OCc2nc3c4cnn(-c5ccccc5)c4ncn3n2)c1 | 3 | 8 | 1589 | 1 | 10 | 16 | 4 | 7 | / | 4.1 | 89
CCc1ccc(N(CC(=O)Nc2ccccc2C(=O)N2CCOCC2)S(C)(=O)=O)cc1 | 0 | -2 | 1671 | -7 | 1 | -10 | -13 | 1 | 0.84 | 0.7 | 106
COC(=O)c1sc(OC)cc1OCc1ccc(C)cc1 | 16 | / | 1629 | -3 | -1 | 0 | 1 | 8 | 1.8 | 0.8 | 104
COc1ccc2c(c1)CCc1c(C(=O)NCCN3CCOCC3)noc1-2 | 4 | -29 | 1672 | 9 | 1 | 10 | 17 | -2 | / | 1.7 | 97
CCn1c(SCC(=O)c2ccc3c(c2)OCCO3)nnc1C(C)C | 6 | -12 | 1621 | -9 | 8 | 12 | -8 | -5 | / | 0.7 | 94
CCN(Cc1ccccc1)c1ccc(/C=N/N=C(N)N)cc1 | 5 | 8 | 1614 | -1 | 0 | 12 | -14 | -3 | -2.8 | -1.3 | 90
CC(C)c1nnc(NC(=O)C2CCCO2)s1 (configuration not stated) | 5 | -1 | 1447 | -14 | -3 | -9 | 12 | 2 | 0.05 | 0.8 | 109
COc1ccc(S(=O)(=O)Nc2cc3c(C(C)=O)c(C)oc3c3ccccc23)cc1 | 9 | / | 1669 | 1 | -4 | -29 | -2 | -5 | 1.7 | 2.3 | 132
CC1CCCC(NC(=O)COC(=O)COc2ccccc2Cl)C1C (configuration not stated) | -10 | -15 | 1510 | 4 | -1 | 5 | -11 | 0 | -0.018 | 3.0 | 102
O=C(Nc1sc2c(c1C(=O)NCc1ccco1)CCCC2)c1ccc2c(c1)OCO2 | 2 | 27 | 1782 | -32 | 7 | -1 | -8 | -11 | 0.037 | 4.0 | 102
Cc1[nH]n(-c2ccc([N+](=O)[O-])cc2)c(=O)c1N=Nc1nc2ccccc2s1 | 13 | / | 1614 | -3 | 1 | -70 | -1 | 0 | 0.21 | / | 163*
CC(=O)c1c(C)[nH]c(C(=O)OCc2cccc(Cl)c2)c1C | 12 | -1 | 1526 | -19 | -1 | 31 | -6 | 3 | -0.48 | -0.4 | 77
Cc1cc(O)c(N)c(C)c1Cl | 0 | 3 | 1588 | 15 | 2 | -1 | 6 | 6 | / | 0.4 | 104
NS(=O)(=O)c1ccc(NC(=S)N2CCN(Cc3ccc4c(c3)OCO4)CC2)cc1 | 6 | 6 | 1725 | 10 | -2 | 10 | 8 | 3 | 0.16 | 0.6 | 97
COc1ccc(N2CCN(Cc3nc4c(c(=O)n(C)c(=O)n4C)n3CCc3ccccc3)CC2)cc1 | 2 | 1 | 1563 | -2 | 3 | -3 | 11 | 5 | / | -0.2 | 103
COc1ccc(-c2nc(N)n(C(=O)c3cccs3)n2)cc1 | 5 | -6 | 1582 | 2 | 5 | -4 | -3 | 8 | 0.94 | 2.9 | 105
COc1ccc(-n2c(SC)nnc2-c2c[nH]c3ccccc23)cc1 | 3 | -26 | 1481 | 1 | -6 | 23 | 2 | -1 | / | 6.2 | 88
O=S(=O)(c1ccc(Br)cc1)N1CCCC1c1nc2ccccc2s1 (configuration not stated) | 8 | / | 1629 | -2 | 2 | 15 | 3 | 1 | / | 3.4 | 90
Cc1cc(N)c(NC2=CC(=O)CC(C)(C)C2)cc1C | -5 | 1 | 1581 | -10 | -8 | -6 | 7 | -1 | / | -0.9 | 110
O=C(NCC1CCCO1)c1ccc(COCC(F)(F)C(F)F)cc1 (configuration not stated) | 4 | 0 | 1506 | -7 | 3 | 3 | 5 | -4 | / | -0.1 | 100
CN1CCCN(S(=O)(=O)c2ccc(Cl)c(Cl)c2)CC1 | 1 | -5 | 1654 | -4 | 1 | 14 | -12 | 3 | 0.97 | 2.5 | 96
S=c1[nH]nc(-c2ccc3ccccc3n2)n1-c1ccc2ncccc2c1 | 1 | 1 | 1566 | 0 | 3 | -8 | 0 | 6 | 0.2 | 2.6 | 104
CCOC(=O)C1(CC2CC2)CCN(S(=O)(=O)C[C@]23CC[C@H](CC2=O)C3(C)C)CC1 | 9 | 8 | 1788 | -2 | 7 | 4 | -3 | 9 | / | -0.3 | 103
Fc1ccc(CSc2nnc(-c3ccncc3)o2)cc1 | 0 | -6 | 1404 | 8 | -9 | 15 | -2 | 0 | 0.92 | -0.6 | 91
CN(C)N(C)C(=O)C(O)(c1ccccc1)c1ccccc1 | 5 | -8 | 1648 | 5 | 0 | 2 | -9 | 3 | -0.29 | 0.4 | 105
Cc1ccc(-n2nc(C)c(NC(=O)CCl)c2C)cc1C | 3 | -9 | 1567 | -9 | 5 | -19 | -1 | -1 | -0.61 | 0.1 | 113
CCC(C)NC(=O)c1ccccc1NC(=O)COc1ccc(OC)cc1 (configuration not stated) | 4 | / | 1424 | 1 | 6 | 3 | -11 | -4 | 1.7 | 5.7 | 102
CC(C)OC(=O)CSc1nnc(-c2ccc(O)cc2)n1Cc1ccccc1 | 14 | -3 | 1490 | 5 | 7 | 6 | 11 | 10 | / | -0.9 | 99
CC(=O)c1cc(NC(=O)c2ccc(C)cc2)c(=O)oc1/C=C/N(C)C | 10 | / | 1634 | 1 | -2 | -4 | 1 | 9 | / | 0.5 | 108
CCCN(CCC)C(=O)Cn1c(=O)n(CCCCCC(=O)Nc2ccccc2)c(=O)c2sccc21 | 11 | -10 | 1650 | -2 | 6 | -7 | 3 | 2 | / | -0.2 | 105
COc1ccccc1CC(=O)NNC(=O)c1cccs1 | -5 | -5 | 1536 | -6 | -9 | -20 | -4 | 1 | 0.044 | 2.6 | 119
CCn1c(CNc2nc(-c3ccccc3)cs2)nnc1SCC(=O)NCc1ccccc1 | 2 | / | 1683 | 11 | -1 | 2 | 13 | 13 | / | 4.2 | 102
CN(C)S(=O)(=O)N1CCN(c2ccc([N+](=O)[O-])c(NC3CC3)c2)CC1 | -6 | 4 | 1489 | 9 | 2 | 1 | -4 | -1 | -0.011 | 8.6* | 101
Cc1nc(CNC(=O)c2cc(COc3ccc(F)cc3Cl)on2)cs1 | 5 | 1 | 1612 | 3 | 1 | 18 | 4 | -1 | -0.57 | 1.3 | 94
Cc1nc2ccc(NC(=O)N(C)c3ccccc3)cc2s1 | 6 | -2 | 1542 | -19 | -4 | -5 | -9 | 0 | -0.057 | 0.3 | 104
COc1ccc(/C=N/NC(=O)c2ccn[nH]2)cc1COc1ccc(F)cc1 | 3 | / | 1287 | -9 | 7 | 32 | 0 | -11 | / | 5.2 | 76
O=C(Cc1ccc(S(=O)(=O)N2CCOCC2)s1)Nc1ccc2c(c1)CCC2 | -3 | -8 | 1366 | 12 | -7 | 7 | -4 | -4 | / | 9.4* | 101
CC(C)Cc1cc(C(=O)O)n[nH]1 | 6 | -1 | 1610 | -3 | 0 | 3 | 0 | 6 | / | 2.5 | 98
CCC(C)NC(=S)Nc1ccc(C(=O)OC)cc1 (configuration not stated) | 2 | -5 | 1717 | 13 | 5 | 55* | -14 | -2 | -1.5 | 0.9 | 56
CN(CC(=O)c1c(N)n(C)c(=O)n(C)c1=O)c1ccccc1 | 1 | 4 | 1428 | 3 | 2 | 11 | 4 | 4 | -0.059 | 1.8 | 92
O=C(c1c(F)cccc1F)N1CCC(n2nnc3cc(C(F)(F)F)ccc32)CC1 | 4 | 5 | 1564 | 7 | 6 | 12 | 18 | 7 | 0.0047 | 0.4 | 92
Cc1c(C(=O)O)sc2nc(CSc3nnc(-c4ccc(F)cc4)n3C)[nH]c(=O)c12 | 4 | -9 | 1583 | 2 | 4 | -3 | -2 | 2 | -0.19 | 2.7 | 107
Cc1nn(C)cc1C1C(C#N)=C(N)N(c2cccnc2)C2=C1C(=O)CCC2 (configuration not stated) | 0 | -2 | 1505 | 4 | 3 | 1 | -1 | 3 | 0.97 | 1.5 | 99
COc1cccc(CNC(=O)C23CN(Cc4ccccc4)CC2C(c2ccc([N+](=O)[O-])cc2)=NO3)c1 (configuration not stated) | 4 | / | 1692 | -2 | 4 | 8 | 0 | 3 | / | 4.5 | 95
C=CCOc1ccc(C2N3CC4(C)CN2CC(CCC)(C3)C4=O)cc1 (configuration not stated) | 3 | -5 | 1692 | 2 | -7 | 8 | 13 | 2 | / | 1.3 | 96
O=C1CC(c2ccco2)Cc2nc(NCC3CCCO3)ncc21 (configuration not stated) | 7 | 7 | 1509 | -3 | 12 | 5 | -2 | -2 | / | 1.4 | 101
CCC1=NC(c2ccc(OC)c(OC)c2)N(O)C1(C)C (configuration not stated) | 2 | 1 | 1534 | -3 | 0 | 3 | -9 | -1 | -0.1 | 1.2 | 100
O=c1cc(/C=C/c2cccs2)[nH]c2ccccc12 | 14 | / | 1668 | 17 | 5 | 34 | -5 | 3 | / | 1.1 | 73
